Source: PubChem
aGal spleen mod = alpha-galactosidase A (human) modulation | AID 2107 | 240,000 tested, 0.008% active | Potency, µM (doses to about 80 µM), for the others: top-dose activity change, negative = inhibition, most hits filed as inhibitors | human spleen homogenate, 4MU-alpha-Gal fluorescence, 40 min | P06280;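 note: 0% = enzyme with vehicle and -100% = no enzyme basal signal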
Target sequence (P06280 32-429 limits assumed): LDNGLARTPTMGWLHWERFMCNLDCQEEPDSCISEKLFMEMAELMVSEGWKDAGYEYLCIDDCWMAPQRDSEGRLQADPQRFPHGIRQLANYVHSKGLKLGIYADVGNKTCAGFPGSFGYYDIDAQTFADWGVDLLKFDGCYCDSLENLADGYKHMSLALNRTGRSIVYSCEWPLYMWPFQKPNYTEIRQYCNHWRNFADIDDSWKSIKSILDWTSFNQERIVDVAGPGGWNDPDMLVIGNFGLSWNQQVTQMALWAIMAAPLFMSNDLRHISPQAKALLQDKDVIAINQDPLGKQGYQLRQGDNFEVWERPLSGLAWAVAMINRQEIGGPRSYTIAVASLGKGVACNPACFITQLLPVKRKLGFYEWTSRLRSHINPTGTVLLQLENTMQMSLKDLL
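Spleen homogenate 1 ug + cpd (titration) + 4-MU-alpha-D-galactopyranoside 1 mM; 37C 40 min; 50 mM citrate/phosphate pH 5.0, 0.01% Tween-20; stop pH 10; fluorescence 365/440; AC50 via Hill.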
aGlu spleen mod = inhibits or activates alpha-glucosidase in human spleen homogenate; human spleen homogenate, 4-MU-alpha-glucoside fluorescence; Potency, µM (titrated, usually from 79.9 µM), for the others: at the top dose activity change, negative = inhibition, most hits filed as inhibitors; 240,000 tested, 0.006% active; AID 2112;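 note: 0% = enzyme with vehicle and -100% = no enzyme basal signal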
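Human spleen homogenate (1 ug) with 4-methylumbelliferyl-alpha-D-glucopyranoside (1 mM final) in 50 mM citrate/phosphate pH 5.0, 0.01% Tween-20; 40 min at 37 C. Stopped at pH 10; 4-MU fluorescence Ex 365/Em 440 nm; AC50 by Hill fit.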
Tau fluor cs = counter-screen for tau fibril formation inhibitors; tau K18 P301L Alexa594 fluorescence, heparin fibrillization; Potency, µM (highest dose often 57.7 µM), inactives show at the top dose activity change, negative = decrease; 280,000 tested, 0.93% active; AID 1463; note: % is set by controls: 0 for no effect and ±100 for the full control effect; nearly all actives have a fitted effect of over 55% in size
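Human tau K18 P301L (15 uM unlabeled, 0.24 uM Alexa 594-labeled) in 100 mM sodium acetate pH 7 with 20 uM heparin, 6 hr at 37 C. ThT 30 uM added, 1 hr ambient; Alexa 594 FP and total fluorescence read at 555/632 nm.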
ALDH1A1 block = blocks purified human ALDH1A1 activity; P00352; Purified ALDH1A1, NADH fluorescence, propionaldehyde substrate; Potency, µM (series often up to 75.3 µM), without a hit: at the top dose activity, negative = inhibition, usual class: inhibitors; 220,000 tested, 7.3% active; active = well fitted inhibition curve with a large enough effect, not every such curve was filed as active; inconclusive = small, poorly fitted or top-dose-only effect, or another doubt; inactive = no such curve, though single readings can be large or run the other way;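 note: plate controls were no enzyme wells and a reference inhibitor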
Target sequence (P00352 whole entry, looked up): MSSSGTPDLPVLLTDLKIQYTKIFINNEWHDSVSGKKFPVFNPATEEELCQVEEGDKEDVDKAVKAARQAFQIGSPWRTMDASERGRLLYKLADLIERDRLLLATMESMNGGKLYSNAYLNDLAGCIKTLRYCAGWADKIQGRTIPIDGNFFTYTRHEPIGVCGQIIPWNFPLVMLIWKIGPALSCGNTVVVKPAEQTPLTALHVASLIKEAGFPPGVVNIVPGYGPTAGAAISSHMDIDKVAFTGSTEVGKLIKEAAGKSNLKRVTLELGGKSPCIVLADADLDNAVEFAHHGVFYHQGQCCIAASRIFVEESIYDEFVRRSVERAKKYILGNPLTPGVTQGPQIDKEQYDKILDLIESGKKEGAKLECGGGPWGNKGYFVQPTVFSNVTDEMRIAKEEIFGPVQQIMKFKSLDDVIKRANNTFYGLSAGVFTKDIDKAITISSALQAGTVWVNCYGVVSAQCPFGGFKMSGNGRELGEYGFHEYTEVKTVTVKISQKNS
GAA glycogen = alters human alpha-glucosidase cleavage of glycogen; P10253; recombinant GAA, glycogen substrate, Amplex Red glucose oxidase fluorescence; Potency, µM (highest dose often 76.4 µM), without a hit: top-dose activity change, negative = inhibition, hits mostly inhibitors; 300,000 tested, 0.38% active;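 note: 0% = full enzyme reaction and -100% = no-enzyme basal signal; the screen sought inhibitors and activators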
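Recombinant human enzyme (4 nM); glycogen substrate; 37 C, 40 min, pH 5.0. Readout: coupled glucose oxidase/Amplex Red fluorescence.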
NPSR antag = antagonists of human neuropeptide S receptor cAMP signaling. Q6W5P4. CHO-NPSR cells, cAMP TR-FRET, antagonist mode. Potency, µM (top dose mostly 38.3 µM), for the others: top-dose activity change, negative = inhibition, most hits filed as inhibitors. 220,000 tested, 1% active. AID 1461; note: % is set by controls: 0 for no effect and ±100 for the full control effect; nearly all actives have a fitted effect of over 50% in size; many of its hits are not listed in these tables
GAA inhib = blocks human lysosomal alpha-glucosidase; P10253; purified human GAA, 4-MU-alpha-glucoside fluorescence; Potency, µM (series often up to 76.9 µM), without a hit: at the top dose activity change, negative = inhibition, usual class: inhibitors; 200,000 tested, 0.005% active; AID 1466;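 note: plate controls were uninhibited enzyme wells for no effect and no-enzyme background for full effect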
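Human alpha-glucosidase, 4 nM, pre-mixed with test compounds before 400 uM 4-methylumbelliferyl substrate; 20 min room temperature at pH 5.0. Fluorescence read after pH 10 stop; AC50 values from Hill-equation fits.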
Epigenetic reg = derepresses silenced GFP reporter in murine cells; Potency, µM (top dose mostly 53.9 µM), inactives show at the top dose GFP activation, actives largely listed as activators; 280,000 tested, 0.2% active; murine LDR cells, GFP reporter derepression, 30 h; note: % of control where 0% means no effect; nearly all actives have a fitted effect of over 60% in size
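Murine LDR cells bearing a silenced CMV-driven GFP reporter were exposed to compound for 30 h at 37 C. After PBS washes, GFP-positive cells (20-120 um objects) counted by laser-scanning microplate cytometry.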
* hit, by the source's call; ? = inconclusive; . = no result given; [ ] = another dose, or the depositor's remark. Unless noted, calls come from the whole dose curve; as a rule, active = well fitted curve in the direction sought with a large enough effect; inconclusive = small, poorly fitted or top-dose-only effect, or another doubt; inactive = no such curve, though single readings can be large; an effect the other way counts as inactive or inconclusive. Potency is the fitted concentration of half-maximal effect. Some of the compounds tested, so the mix of outcomes need not match the whole.

The line under a structure holds: aGal spleen mod	aGlu spleen mod	Tau fluor cs	ALDH1A1 block	GAA glycogen	NPSR antag	GAA inhib	Epigenetic reg
O=C(CN1CCN(S(=O)(=O)c2ccc(Cl)cc2)CC1)Nc1ccc(F)cc1F
  5.6%	-2.4%	-14.3%	?	0.3%	-15.3%[46.1 µM]	2.8%	1.2%
Cc1cccc(NC(=O)COc2ccc3oc4c(c3c2)CCCC4)n1
  5.8%	4.3%	-8.3%	2.1%	-1.5%	-8.5%[46.1 µM]	-3.5%	-3.9%
O=C(CCl)Nc1cn(-c2ccccc2)nc1-c1ccc(F)cc1
  0.0%	9.2%	-15.0%	?	1.4%	-55.7%	6.3%	5.4%
O=C(COc1ccccc1F)NCc1nc2ccccc2[nH]1
  5.3%	1.1%	-3.1%	5.5%	7.2%	15.8%	5.3%	-0.2%
O=c1[nH]c2ccsc2c(=O)n1-c1ccc(F)c(Cl)c1
  4.7%	0.1%	-10.2%	3.7%	1.6%	2.2%[46.1 µM]	-6.0%	0.8%
Cc1cc(S(=O)(=O)Nc2ccc(F)cc2)c(C)s1
  7.4%	-1.5%	-15.5%	0.2%	-8.2%	?	-12.4%	0.0%
Cn1c2ccc(F)cc2c2ncn(Cc3ccccn3)c(=O)c21
  -7.7%	2.6%	-2.5%	?	1.2%	13.6%	10.3%	-1.1%
COCCn1cc(C(=O)NCCCN2CCC(C)CC2)c2c3ccccc3n(C)c2c1=O
  7.4%	0.6%	1.0%	?	-2.3%	-11.4%[46.1 µM]	4.6%	0.0%
COc1ccc(/C=N/OCc2nc3c4c(ncn3n2)Oc2ccc3ccccc3c2C4c2ccccc2)cc1 (configuration not stated)
  7.0%	2.7%	2.8%	1.9%	-0.8%	-12.6%[46.1 µM]	-3.7%	2.4%
Cc1cc(C)c(C2C(C#N)=C(N)Oc3n[nH]c(C)c32)cc1CN1CCCC1 (configuration not stated)
  4.6%	-12.3%	-1.9%	7.9%	-23.4%	3.7%[46.1 µM]	0.3%	-1.1%
CCC(CC)C(=O)NCCc1cc2cc(C)c(C)cc2[nH]c1=O
  4.4%	-4.7%	3.4%	-5.2%	4.7%	-9.4%[46.1 µM]	2.8%	-0.8%
CCCC/C(O)=C1\C(=O)CC(C)(C)CC1=Nc1ccc(OC)cc1
  -25.6%	-14.9%	-11.2%	?	-3.7%	?	-10.4%	-1.0%
CC1=N/C(=C\c2ccc([N+](=O)[O-])cc2)C(=O)N1c1ccc(Br)c(C)c1
  3.3%	-4.2%	?	?	4.1%	-4.8%[46.1 µM]	-11.1%	9.3%
COCCn1c(C)cc(C(=O)COC(=O)c2c(C)nn(Cc3ccccc3)c2C)c1C
  -16.9%	-14.7%	-4.4%	?	5.5%	-15.4%[46.1 µM]	-12.0%	-5.4%
COc1ccc(N(C)S(=O)(=O)c2cccc(C(=O)Nc3nc4ccccc4[nH]3)c2)cc1
  2.9%	1.5%	?	10.1%	2.5%	-38.8%	-4.5%	-0.2%

Whole records, quoted from the list.
COCCn1c(C)cc(C(=O)COC(=O)c2c(C)nn(Cc3ccccc3)c2C)c1C is listed with aGal spleen mod = -16.9%; aGlu spleen mod = -14.7%; Tau fluor cs = -4.4%; ALDH1A1 block = ?; GAA glycogen = 5.5%; NPSR antag = -15.4%[46.1 µM]; GAA inhib = -12.0%; Epigenetic reg = -5.4%
Cc1cc(C)c(C2C(C#N)=C(N)Oc3n[nH]c(C)c32)cc1CN1CCCC1 (configuration not stated) is listed with aGal spleen mod = 4.6%; aGlu spleen mod = -12.3%; Tau fluor cs = -1.9%; ALDH1A1 block = 7.9%; GAA glycogen = -23.4%; NPSR antag = 3.7%[46.1 µM]; GAA inhib = 0.3%; Epigenetic reg = -1.1%

Continuation.
The line under a structure holds: aGal spleen mod	aGlu spleen mod	Tau fluor cs	ALDH1A1 block	GAA glycogen	NPSR antag	GAA inhib	Epigenetic reg
CCCCN(C)C(=O)c1nc2ccccn2c1CN(C)Cc1csc(C)n1
  0.0%	-4.0%	5.1%	-7.2%	8.7%	-12.2%	.	1.1%
COc1cc(C(=O)NCC(c2cccs2)N(C)C)cc(Cl)c1OC(C)C (configuration not stated)
  -2.5%	-7.0%	-9.8%	-4.1%	-3.6%	2.0%	1.7%	-1.0%
S=C(Nc1ccc(Nc2ccccc2)cc1)Nc1ccccn1
  0.2%	3.7%	2.3%	15.8µM*	?	-40.7%	9.8%	-2.9%[10.1 µM]
O=c1[nH]c2c(c3c1CCCC3)CCCC2
  3.6%	2.7%	7.3%	-5.3%	6.6%	-6.4%[46.1 µM]	?	0.0%
Cc1cc(N2CC(C)OC(C)C2)nc2ccccc12 (configuration not stated)
  13.9%	0.8%	1.2%	?	9.0%	-2.0%	?	-2.6%
CCOC(=O)c1c(C)[nH]c(C(=O)C(C)OC(=O)c2cccc(OCc3c(C)noc3C)c2)c1C (configuration not stated)
  2.5%	-6.4%	4.3%	-2.9%	-3.3%	?	?	-2.3%
O=C(O)c1cccc(N2C(=O)c3ccc(C(=O)c4cccc([N+](=O)[O-])c4)cc3C2=O)c1
  4.6%	6.3%	-19.1%	.	-3.4%	-1.5%	.	-0.2%
O=C(COc1c(Br)cc(Br)c2cccnc12)Nc1ccccc1F
  -3.7%	-1.9%	-11.4%	-5.6%	21.0%	?	6.7%	1.2%
Clc1ccccc1Sc1cnc2ccccc2n1
  11.9%	3.8%	-14.4%	-4.2%	-6.4%	21.6%[46.1 µM]	3.6%	-0.7%
COc1cc(NC(=S)N(C)CCC#N)c(OC)cc1Cl
  15.7%	14.2%	15.0%	.	-13.1%	-11.6%	.	-1.6%
O=S(=O)(c1ccc(Cl)cc1)N1CCN(Cc2c[nH]c3ccccc23)CC1
  0.3%	-7.8%	?	1.5%	-2.9%	-15.2%[46.1 µM]	-6.2%	-1.1%
Cc1nnc2n(-c3ccccc3)c(=O)c3c4c(sc3n12)COC(C)(C)C4
  1.0%	-1.3%	0.6%	3.6%	3.6%	-2.4%[7.67 µM]	2.3%	-3.1%
O=C(CSc1nc2c(c(=O)n1-c1ccc(Br)cc1)SCC2)NCc1ccco1
  -9.2%	-3.5%	-11.5%	3.0%	0.5%	-27.0%[46.1 µM]	-5.9%	0.7%
CCOCCCN(C(=O)Nc1ccc(CC)cc1)C1CCN(C(C)=O)CC1
  -2.9%	-8.4%	5.8%	-0.1%	2.8%	-1.2%[46.1 µM]	-12.0%	0.0%
Cc1cc(C)cc(OCC(=O)Nc2ccc(CN3CCCCC3)cc2)c1
  0.4%	-4.7%	-8.5%	-0.7%	-7.2%	1.6%	-13.9%	-0.9%[10.1 µM]
CCc1n(CC(O)COCc2ccccc2)c2ccccc2[n+]1C (configuration not stated)
  4.1%	-4.2%	0.5%	-3.2%	5.8%	23.8%	-1.6%	0.0%
CC(C)Sc1nc(N)c2c3c(sc2n1)CN(C)CC3
  10.7%	0.0%	-7.6%	?	?	-2.6%[46.1 µM]	12.8%	-1.0%
Cc1nc2c(sc3nc4c(cc32)COC(C)(C)C4)c(=O)o1
  0.7%	-16.6%	-15.9%	28.2µM*	-3.8%	-0.1%[46.1 µM]	?	-2.2%
Nc1c(Cl)ncnc1N1CCCC1
  -3.3%	3.3%	7.0%	-10.7%	3.5%	9.6%	15.2%	2.1%
COc1cccc(OC)c1C(=O)n1nc(C)cc1C
  -1.3%	-9.2%	8.7%	11.3%	6.3%	-1.2%[46.1 µM]	?	-0.8%
CC1CCCN(c2ccc(F)cc2N)C1 (configuration not stated)
  -3.0%	-0.5%	-22.9%	-6.5%	5.2%	1.6%	2.6%	-1.1%
CCOC(=O)C1(Cc2cccc(F)c2)CCN(Cc2nc(CC)[nH]c2C)CC1
  -4.7%	-18.3%	-25.1%	-8.3%	-14.6%	14.4%	-8.2%	?
COc1cc(C2C(C(C)=O)=C(O)C(=O)N2CCc2c[nH]c3ccccc23)ccc1O (configuration not stated)
  2.5%	-10.5%	-14.1%	-11.4%	?	-6.9%[46.1 µM]	-2.7%	-1.1%
Cc1ccc(-c2nn(-c3ccccn3)c(=O)c3ccccc23)cc1
  -10.5%	1.7%	-5.2%	-4.8%	2.6%	14.1%	4.9%	0.0%
O=C(NCCc1c[nH]c2ccccc12)c1cnccn1
  0.7%	3.1%	-11.1%	5.4%	1.1%	14.3%	0.8%	2.5%
COC(=O)CSC1=C(C#N)C(c2ccc(F)cc2)CC(=O)N1 (configuration not stated)
  0.2%	-4.9%	1.2%	2.0%	5.3%	-1.1%[46.1 µM]	-3.0%[15.4 µM]	0.0%
COC(=O)C1=C(C)NC(C)=C(C(=O)OCCNCc2ccccc2)C1c1cccc([N+](=O)[O-])c1 (configuration not stated)
  -3.4%	-5.3%	?	-8.5%	.	.	.	1.6%
CC1CCCCN1C(=O)Cn1cc(C=O)c2ccccc21 (configuration not stated)
  -15.6%	-6.0%	4.1%	4.3%	9.0%	1.4%	-1.5%	1.1%
O=C1c2oc3ccc(Br)cc3c(=O)c2C(c2cccc(F)c2)N1CCO (configuration not stated)
  1.0%	-3.0%	-6.7%	2.2%	7.8%	-28.5%[46.1 µM]	?	-0.7%
CCOC(=O)c1c(/N=C/c2cccc(C)c2O)sc2c1CCN(C)C2
  2.7%	-1.1%	-6.8%	-5.4%	-4.3%	?	-23.3%	1.0%
Fc1ccc(Cl)cc1/C=N/n1cnnc1SCc1ccccc1
  7.0%	-1.3%	-10.6%	15.8%	2.5%	?	?	-7.3%
O=S(=O)(c1ccc(Br)cc1)c1cnc2ccccc2n1
  7.5%	9.1%	-14.4%	-1.0%	1.2%	-24.3%	-7.8%	-3.1%
CCCCC(c1nnnn1CC1CCCO1)N1CCN(c2ccccc2)CC1 (configuration not stated)
  -8.9%	-1.5%	2.0%	-5.3%	-8.0%	-18.8%	2.5%	0.0%
COc1ccccc1C(=O)N/C(=C/c1ccc(Br)cc1)C(=O)NCCO
  -9.4%	-3.1%	-9.7%	-13.0%	-16.8%	-7.1%[46.1 µM]	-2.8%	-0.9%
COC(=O)C(NC(=O)c1c(C)nn(C)c1Cl)c1ccccc1 (configuration not stated)
  -4.4%	5.1%	-0.8%	1.8%	13.3%	13.9%	1.6%	-0.4%
CNc1ncncc1-c1ccccc1OC
  7.1%	-5.3%	5.6%	?	.	.	.	-3.6%
